Tau fluor cs: Counterscreen qHTS for Inhibitors of Tau Fibril Formation, Fluorescence Polarization; hit rate 0.93% among 280,000; Potency, µM (top dose mostly 57.7 µM), without a hit: top-dose activity change, negative = decrease; tau K18 P301L Alexa594 fluorescence, heparin fibrillization; further: on the % scale 0 is the no-effect control and ±100 the full control effect; nearly all actives have a fitted effect of over 55% in size
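Human tau K18 P301L (15 uM unlabeled, 0.24 uM Alexa 594-labeled) in 100 mM sodium acetate pH 7 with 20 uM heparin, 6 hr at 37 C. ThT 30 uM added, 1 hr ambient; Alexa 594 FP and total fluorescence read at 555/632 nm.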
aGal spleen mod: qHTS Assay for Inhibitors and Activators of Human alpha-Galactosidase From Spleen Homogenate; Alpha-galactosidase A (Homo sapiens), P06280; human spleen homogenate, 4MU-alpha-Gal fluorescence, 40 min; Potency, µM (titrated, usually from 80 µM), inactives show at the highest dose activity change, negative = inhibition, most hits filed as inhibitors; hit rate 0.008% among 240,000; AID 2107, 2009;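 further: 0% = enzyme with vehicle and -100% = no enzyme basal signal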
Target sequence (P06280 32-429 limits assumed): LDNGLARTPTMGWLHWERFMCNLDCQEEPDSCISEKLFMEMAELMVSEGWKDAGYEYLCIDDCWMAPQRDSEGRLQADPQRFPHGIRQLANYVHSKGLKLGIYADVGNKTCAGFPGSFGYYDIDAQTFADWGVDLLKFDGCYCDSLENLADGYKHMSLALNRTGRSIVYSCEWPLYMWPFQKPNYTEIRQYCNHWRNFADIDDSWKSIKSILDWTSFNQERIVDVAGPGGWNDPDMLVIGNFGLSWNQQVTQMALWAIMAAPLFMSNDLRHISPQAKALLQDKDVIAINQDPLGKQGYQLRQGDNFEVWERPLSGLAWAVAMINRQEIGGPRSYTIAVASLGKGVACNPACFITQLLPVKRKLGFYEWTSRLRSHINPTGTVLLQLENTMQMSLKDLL
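Inhibition or activation of alpha-galactosidase in human spleen homogenate is scored by 4-MU fluorescence after 40 min at 37C, pH 5.0, with 1 mM substrate. AC50s come from concentration-response fitted to the Hill equation.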
Epigenetic reg: Quantitative High-Throughput Screen for Regulators of Epigenetic Control. murine LDR cells, GFP reporter derepression, 30 h. Potency, µM (top dose mostly 53.9 µM), inactives show at the top dose GFP activation, hits mostly activators. hit rate 0.2% among 280,000; further: % of control where 0% means no effect; nearly all actives have a fitted effect of over 60% in size
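Readout is the number of GFP-expressing murine LDR cells, counted by cytometry following washing. Cells were treated with compound for 30 h at 37 C; the stably integrated CMV-GFP locus is normally silent.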
GAA inh: qHTS Assay for Inhibitors of Human alpha-Glucosidase as a Potential Chaperone Treatment of Pompe Disease | purified human GAA, 4-MU-alpha-glucoside fluorescence | hit rate 0.005% among 200,000 | AID 1466, 2008 | Potency, µM (doses to about 76.9 µM), inactives show at the top dose activity change, negative = inhibition, most hits filed as inhibitors;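 further: plate controls were uninhibited enzyme wells for no effect and no-enzyme background for full effect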
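AC50 values come from Hill fits of compound titrations (up to 77 uM) against 4 nM human enzyme. Substrate 4-methylumbelliferyl-alpha-D-pyranoside at 400 uM, pH 5.0 citrate buffer, 20 min room temperature; fluorescence Ex 365/Em 440 after alkaline stop.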
aGlu spleen mod: qHTS Assay for Inhibitors and Activators of Human alpha-Glucosidase From Spleen Homogenate. human spleen homogenate, 4-MU-alpha-glucoside fluorescence. hit rate 0.006% among 240,000. Lysosomal alpha-glucosidase (Homo sapiens), P10253. Potency, µM (top dose mostly 79.9 µM), for inactives: top-dose activity change, negative = inhibition, hits mostly inhibitors;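 further: 0% = enzyme with vehicle and -100% = no enzyme basal signal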
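Compounds were titrated against alpha-glucosidase in spleen homogenate at pH 5.0, with 1 mM 4-methylumbelliferyl substrate for 40 min at 37 C. Reactions were quenched with pH 10 NaOH/glycine and fluorescence measured.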
GAA glycogen mod: qHTS Assay for Inhibitors and Activators of Human alpha-Glucosidase Cleavage of Glycogen; AID 2100, 2009; hit rate 0.38% among 300,000; Potency, µM (titrated, usually from 76.4 µM), for the others: top-dose activity change, negative = inhibition, most hits filed as inhibitors; Lysosomal alpha-glucosidase (Homo sapiens), P10253; recombinant GAA, glycogen substrate, Amplex Red glucose oxidase fluorescence;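 further: 0% = full enzyme reaction and -100% = no-enzyme basal signal; the screen sought inhibitors and activators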
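qHTS, 1536-well; enzyme 4 nM final; cpd up to 77 uM; substrate bovine liver glycogen 30 ug; 50 mM citrate/phosphate pH 5.0, 0.01% Tween-20; 37 C, 40 min; Amplex Red detection 45 min RT; Hill fit → AC50.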
ALDH1A1 inh: qHTS Assay for Inhibitors of Aldehyde Dehydrogenase 1 (ALDH1A1); Aldehyde dehydrogenase 1A1 (Homo sapiens), P00352; Purified ALDH1A1, NADH fluorescence, propionaldehyde substrate; Potency, µM (highest dose often 75.3 µM), for inactives: at the highest dose activity, negative = inhibition, usual class: inhibitors; hit rate 7.3% among 220,000; AID 1030, 2008; active means well fitted inhibition curve with a large enough effect, not every such curve was filed as active; inconclusive means small, poorly fitted or top-dose-only effect, or another doubt; inactive means no such curve, though single readings can be large or run the other way;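 further: plate controls were no enzyme wells and a reference inhibitor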
Target sequence (P00352 whole entry, looked up): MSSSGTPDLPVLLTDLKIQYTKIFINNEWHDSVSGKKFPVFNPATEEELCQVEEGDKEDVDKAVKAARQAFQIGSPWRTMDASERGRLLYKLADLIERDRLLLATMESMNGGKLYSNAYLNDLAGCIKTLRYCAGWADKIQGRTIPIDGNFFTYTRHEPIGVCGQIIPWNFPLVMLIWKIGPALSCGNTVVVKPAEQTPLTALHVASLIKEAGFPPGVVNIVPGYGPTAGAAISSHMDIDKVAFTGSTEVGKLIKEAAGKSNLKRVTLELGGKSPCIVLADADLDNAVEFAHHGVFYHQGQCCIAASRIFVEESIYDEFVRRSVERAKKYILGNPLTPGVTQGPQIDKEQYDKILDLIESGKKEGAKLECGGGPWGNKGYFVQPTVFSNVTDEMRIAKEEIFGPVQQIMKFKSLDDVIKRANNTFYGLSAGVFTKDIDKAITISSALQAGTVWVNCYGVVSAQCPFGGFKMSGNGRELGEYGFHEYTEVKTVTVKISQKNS
NPSR antag: qHTS Assay for Antagonists of the Neuropeptide S Receptor: cAMP Signal Transduction | Q6W5P4 | CHO-NPSR cells, cAMP TR-FRET, antagonist mode | Potency, µM (top dose mostly 38.3 µM), for inactives: at the highest dose activity change, negative = inhibition, hits mostly inhibitors | hit rate 1% among 220,000 | AID 1461, 2008; further: on the % scale 0 is the no-effect control and ±100 the full control effect; nearly all actives have a fitted effect of over 50% in size; many of its hits are not listed in these tables
Active calls of the source: *; u = inconclusive; x = not tested or not shown; & = joins results of further samples; [ ] = dose if it differs, or a comment. Unless noted, the call rests on the fitted dose curve; in most records, active means well fitted curve in the direction sought with a large enough effect; inconclusive means small, poorly fitted or top-dose-only effect, or another doubt; inactive means no such curve, though single readings can be large; an effect the other way counts as inactive or inconclusive. Potency means the concentration at half of the fitted maximal effect.

Every second line gives: Tau fluor cs, aGal spleen mod, Epigenetic reg, GAA inh, aGlu spleen mod, GAA glycogen mod, ALDH1A1 inh, NPSR antag
Cn1c(N)c(C(=O)COC(=O)c2cc(-c3ccco3)nc3ccccc23)c(=O)n(C)c1=O
  u, 17%&0%, 1.0%&-2.9%, u, 1%&-4%, 5%, u, -5%
CCCCn1nnc(NC(=O)c2ccc(-c3cccc([N+](=O)[O-])c3)o2)n1
  -23%, 4%, -0.1%, 0%, 3%, 9%, u, 7%
OC(C#CCN1CCOCC1)(c1ccccc1)C1CC1 (stereo unspecified)
  -8%, -4%, -3.6%, 4%, -3%, 7%, -7%, 4%[7.67 µM]
CCOC(=O)C1(Cc2ccc(OC)cc2)CCN(C(=O)c2sc(C)nc2C)CC1
  -3%, 4%, 1.1%, 7%, -1%, -7%, u, -16%
COC(=O)Cc1c[nH]c2cccc(OCC(O)CN(Cc3ccc([N+](=O)[O-])cc3)C(C)(C)C)c12 (stereo unspecified)
  u, -17%, 0.1%, u, -8%, -14%, 25µM*, u
COc1ccc2[nH]cc(CCNc3nc(-c4ccccc4CN(C)C)nc4ccccc34)c2c1
  u, u, 1.1%, x, 0%, x, u, x
S=C(NCCSCc1c(Cl)cccc1Cl)Nc1ccccc1
  u, -3%, -2.6%, -2%, -13%, -19%, u, -17%[46.1 µM]
O=C(O)COc1cccc(NC(=O)C2CCCO2)c1 (stereo unspecified)
  0%, 4%, -1.1%, 0%, -1%, 1%, 6%, -8%[46.1 µM]
Cc1ccccc1NC(=O)/C=C/c1cccs1
  -5%, 5%, 4.6%, -13%, x, 1%, -7%, -49%
CC1CCCCN1S(=O)(=O)c1cnc(Cl)c(Br)c1 (stereo unspecified)
  -5%, 2%, -1.0%, -2%, 5%, 7%, 2.5µM*, -26%
CCOc1ccc(NC(=O)c2ccc(OC)cc2)cc1
  -3%, -4%, -0.4%, -3%, -1%, 10%, u, -6%[46.1 µM]
COc1ccc(/C(C)=N/OCC(=O)N=Nc2c(O)[nH]c3ccccc23)cc1
  9%, 16%, -3.2%, 6%, 2%, -3%, 24%, -2%
CCN(CC)C(=O)C(=O)N/N=C/c1ccc(C(=O)O)cc1
  1%, 0%, -0.1%, -2%, 0%, -3%, 7%, 29%
CCCn1c(SCC(=O)NCc2ccco2)nnc1-c1ccncc1
  0%, 1%, -1.6%, 10%, 3%, 12%, u, 8%
Nc1cccnc1Sc1ccc([N+](=O)[O-])cn1
  -13%, -3%, -0.9%, 3%, 1%, -4%, u, -6%
CC(=O)NC(CC(=O)NC12CC3CC(CC(C3)C1)C2)c1ccccc1 (stereo unspecified)
  16%, -9%, 0.0%, 8%, 4%, 2%, 4%, 4%
COc1ccc2ccccc2c1CNCCCN1CCOCC1
  19%, 6%, 0.0%, 12%, 3%, -9%, -1%, 16%
C=COC(=O)CSc1snc(SCC(=O)OC)c1C#N
  -21%, -3%, 0.9%, -10%, 1%, -2%, -6%, -4%[46.1 µM]
COC(=O)CS(=O)(=O)c1ccsc1C(=O)Nc1ccc(F)cc1
  u, -1%, 1.1%, -6%, 3%, -4%, 2%, 13%
Cc1ccc(NC(=O)CN2CCN(CCN=CC3=C(O)CC(c4ccccc4)CC3=O)CC2)cc1 (stereo unspecified)
  19%, -2%, 0.0%, 11%, 6%, 1%, -3%, 8%
S=C(Nc1ccc(N2CCOCC2)cc1)Nc1ccc2snnc2c1
  u, 1%, 1.1%, -8%, 0%, -25%, 25µM*, -13%
CC(=O)N(C)c1ccc(NC(=O)Nc2ccccc2C)cc1
  4%, -2%, -0.4%, -2%, 2%, 23%, -2%, 5%
COc1ccc2c(c1)C1=NN(/C(C)=C/C(C)=O)C(c3ccc(F)cc3)C1CC2 (stereo unspecified)
  -13%, -6%, 0.0%, u, -1%, 3%, u, -9%
COCCCNC(=O)CCCn1c(=O)c2ccccc2n(CC(=O)Nc2c(C)cc(C)cc2C)c1=O
  -19%, -6%, 0.0%, -3%, -1%, 5%, -9%, 4%
CC(NC(=O)C1CC2CCCC(C1)C2=O)c1ccccc1 (stereo unspecified)
  1%, 5%, -2.1%, -7%, 6%, 6%, 6%, -3%[46.1 µM]
CC1(C)CC(=O)C(N=Nc2ccc(OC(F)F)cc2)=C(O)C1
  -7%, 1%, -2.5%, -9%, -4%, -2%, 1.4µM*, -1%
Clc1ccc(CNc2nc(CN3CCOCC3)nc3scc(-c4ccccc4)c23)cc1
  -7%, -7%, -1.1%, -11%, 1%, 8%, u, -49%
CSc1nc2ccccc2cc1/C=C(\C#N)c1ccc(Cl)cc1Cl
  -7%, 4%, -1.4%, -1%, -3%, 4%, -8%, -12%[46.1 µM]
COc1ccc(N(CC(=O)Nc2cccc(C(F)(F)F)c2)S(C)(=O)=O)cc1
  -12%, 2%, -1.0%, -9%, -1%, -8%, 2%, 12%[46.1 µM]
Cc1ccc(-c2cc([C@H]3[C@H]4C=CC[C@@H](C)[C@@H]4C(=O)N3Cc3ccccc3)ccc2F)cc1
  9%, -2%, -3.5%, x, 3%, 3%, x, u
CCOc1ccc(CN(C)CC(=O)Nc2cccc3ccccc23)cc1OC
  -10%, 7%, 1.1%, 6%, 7%, -7%, u, -21%
Cc1cc2nc(NC3=NCN(Cc4ccc5c(c4)OCO5)CN3)nc(C)c2cc1C
  5%, 7%, -0.2%, 10%, -12%, 8%, 4%, 3%[46.1 µM]
O=C(NCCc1cn2ccccc2n1)c1ccc(Br)o1
  0%, 1%, 0.0%, 2%, 2%, 4%, 1%, -1%[46.1 µM]
C#CCOCCOCCOCCNc1nc(N2CCN(C(=O)[C@H]([C@@H](C)CC)n3cc([C@@H](N)CO)nn3)CC2)nc(N2CCN(C(=O)[C@H]([C@@H](C)CC)n3cc([C@@H](N)CC(C)C)nn3)CC2)n1
  11%, -14%, 2.7%, x, -1%, 10%, u, -28%
O=C(NC(=S)N1CCN(C(c2ccccc2)c2ccccc2)CC1)c1ccc(S(=O)(=O)N2CCOCC2)cc1
  -12%, 4%, 1.1%, -5%, 9%, 0%, 2%, 4%
CCc1sc(C(C2C(=O)CC(C)(C)CC2=O)C2C(=O)CC(C)(C)CC2=O)cc1[N+](=O)[O-]
  -4%, -4%, 1.1%, 8%, 5%, -12%, 14µM*, u
O=S(=O)(CCc1nc2ccccc2o1)c1ccc(Cl)cc1
  -5%, 5%, 0.9%, -6%, -2%, 4%, 2%, 4%[46.1 µM]
COc1cc(OC)cc(-n2nnnc2SCC(=O)N2CCCc3ccccc32)c1
  -25%, 4%, 0.0%, -5%, 0%, 2%, 2.8µM*, -21%[46.1 µM]
COc1ccc(N(Cc2cc3ccccc3[nH]c2=O)C(=O)C2CCCO2)cc1 (stereo unspecified)
  -6%, -1%, -2.5%, -1%, 0%, 7%, u, -3%[46.1 µM]
CCC(C)[C@H](NC(=O)NCc1ccccc1Cl)C(=O)O (stereo partly specified)
  -4%, 12%, 1.0%, 1%, 2%, 4%, 4%, -7%[46.1 µM]
CNC(=S)NCCC(c1ccccc1)c1ccccc1
  -7%, -4%, 1.3%, 1%, 2%, 6%, -4%, 1%
CCn1cnc2sc(C(=O)N3CCN(c4ccc(OC)cc4)CC3)c(C)c2c1=O
  -1%, 4%, 0.0%, 0%, -22%, -1%, -1%, -6%[46.1 µM]
O=C(Nc1ccc(S(=O)(=O)Nc2ncccn2)cc1)c1ccco1
  -2%, 12%, 0.0%, -9%, 1%, 4%, -8%, -16%[46.1 µM]
COc1ccc(OCCC(=O)Nc2cc(C)on2)cc1
  0%, 8%, 0.0%, u, 4%, 4%, 22µM*, -4%[46.1 µM]
CC(=O)Nc1nc2c(s1)C(=O)NCC(C)(C)C2
  -12%, 8%, -1.0%, x, 2%, 0%, x, -7%[7.67 µM]
CCCCN(CC)CCCNC(=O)CS(=O)(=O)Cc1nc(-c2cccc(OC)c2)oc1C
  -7%, -5%, -9.1%, 0%, -9%, -5%, 8%, -5%[46.1 µM]
Cc1ccc(C(=O)OCCn2cc(C#N)c(=O)[nH]c2=O)cc1
  -6%, -1%, 1.5%, 5%, -4%, 8%, 2%, -15%
CC(C)=CCc1c(O)ccc(C(=O)Cc2ccccc2)c1O
  u, -3%, -2.2%, -14%, 0%, -11%, 14%, -1%[46.1 µM]
COc1ccccc1Nc1n[nH]c(=S)s1
  6%, -5%, 0.3%, 4%, -1%, u, 3.5µM*, -18%
Cc1[nH]cc(Br)c(=O)c1Oc1ncc(C(F)(F)F)cc1Cl
  2%, -1%, -4.1%, 0%, -3%, 7%, -1%, 36%
CCOC(=O)c1nn(-c2ccccc2)c(-c2ccccc2)c1C(=O)c1ccccc1
  -17%, -13%, 0.0%, -3%, -9%, 2%, u, -27%[46.1 µM]
CCCCC1=CC2=C(OC(C)=O)C(=O)C(C)(OC(=O)C3CCCC3)C(=O)C2=CO1 (stereo unspecified)
  u, 0%, 1.1%, x, -2%, x, -4%, x

Just NPSR antag and GAA inh, for some of the entries so far:
Compound | NPSR antag | GAA inh
COc1ccc(OCCC(=O)Nc2cc(C)on2)cc1 | -4%[46.1 µM] | u
CCN(CC)C(=O)C(=O)N/N=C/c1ccc(C(=O)O)cc1 | 29% | -2%
COc1cc(OC)cc(-n2nnnc2SCC(=O)N2CCCc3ccccc32)c1 | -21%[46.1 µM] | -5%

Some of the compounds tested, so the mix of outcomes need not match the whole.
